Compound activity from PubChem BioAssay.
NSD2 inh: NSD2 (human) methyltransferase inhibition. NSD2 peptide methylation, AlphaScreen, 120 min. inhibition, % at 12.5 µM. 0.54% of 310,000 active. AID 743445; in the data active = inhibition above about 50%
PKA-R2B act: activates the human PKA-R2B holoenzyme complex | P22694+P31323 | PKA-R2B holoenzyme dissociation, Cy5-IP20 fluorescence polarization; R2B truncated from residue 108, S112A mutant; 0% DMSO only, 100% 113 µM cGMP | activation, % at 11.4 µM | 0.079% of 340,000 active;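 active = activation above a cutoff set at the mean over all compounds plus 3 SD, cut at about 18% in these data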;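 also: higher means more holoenzyme dissociation and a rise in polarization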
LANA DNA inh: inhibitors of KSHV LANA C-terminal domain DNA binding | MBP-C-LANA/FAM-LBS DNA binding, fluorescence polarization | inhibition, % at 9 µM | 0.078% of 340,000 active | AID 504423;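 active = highest replicate inhibition at or above 60% at 9 µM, even if other replicates fall short; inactive = all replicates below 60% inhibition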;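 also: 0% = neutral control wells and 100% = 4 µM acridine orange control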
PvdQ inh: P. aeruginosa PvdQ acylase inhibition | purified PvdQ acylase, fluorescence plate reader | inhibition, % at 10 µM | 0.063% of 340,000 active | AID 488965; in the data active = inhibition above about 30%, passing the limit was not always enough;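 also: 0% = vehicle neutral wells and 100% = reference inhibitor wells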
DAGLB inh: diacylglycerol lipase beta (human) inhibition; Q8NCG7; HEK293T DAGLB membrane lysate, EnzChek fluorogenic substrate; inhibition, % at 5.17 µM; 0.059% of 340,000 active; in the data active = inhibition above about 34%;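 also: 0% = enzyme with vehicle and 100% = wells lacking enzyme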
Target sequence (Q8NCG7 whole entry, looked up): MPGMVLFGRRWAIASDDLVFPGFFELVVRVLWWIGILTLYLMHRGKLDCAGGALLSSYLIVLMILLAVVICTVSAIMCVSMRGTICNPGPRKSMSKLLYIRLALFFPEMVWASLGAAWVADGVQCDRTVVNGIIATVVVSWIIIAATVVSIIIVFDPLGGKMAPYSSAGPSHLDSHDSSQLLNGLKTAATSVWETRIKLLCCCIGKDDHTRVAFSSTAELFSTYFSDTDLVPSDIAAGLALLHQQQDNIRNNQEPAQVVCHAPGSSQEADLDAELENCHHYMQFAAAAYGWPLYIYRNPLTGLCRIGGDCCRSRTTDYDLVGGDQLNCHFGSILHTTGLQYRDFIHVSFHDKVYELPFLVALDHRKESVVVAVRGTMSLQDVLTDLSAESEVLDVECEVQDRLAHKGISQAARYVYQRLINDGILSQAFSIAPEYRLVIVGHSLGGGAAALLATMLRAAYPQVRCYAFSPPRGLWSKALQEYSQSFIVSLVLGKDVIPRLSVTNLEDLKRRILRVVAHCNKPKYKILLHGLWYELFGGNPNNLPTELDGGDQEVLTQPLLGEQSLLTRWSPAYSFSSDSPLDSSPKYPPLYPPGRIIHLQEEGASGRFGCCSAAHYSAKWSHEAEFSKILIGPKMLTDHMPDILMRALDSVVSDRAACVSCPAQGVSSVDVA
Arrestin-AP2 inh: human beta-arrestin and AP2 interaction inhibition; inhibition, % at 10 µM; 0.31% of 340,000 active; FITC-arrestin peptide / GST-AP2 beads, flow cytometry; AP2 beta2 appendage carries R879A mutation;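 active = inhibition above a set limit, near 3 SD of compounds lacking own fluorescence, cut at about 54% in these data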;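 also: plate controls were DMSO wells for no effect and 5 µM unlabelled arrestin peptide for full effect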
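Test system: GST-tagged AP2 beta2-adaptin appendage (R879A) on 4 µm glutathione beads; also added: fluorescein-tagged arrestin peptide at 50 nM final; timing: 12 min plus 1 h, RT; signal: flow cytometry, FL1 (488/535 nm); read-out: percent drop in bead-associated FITC signal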
SR-BI HDL uptake: blocks mouse SR-BI lipid uptake from DiI-HDL; ldlA[mSR-BI] CHO cells, DiI-HDL uptake fluorescence, 3 h; Q61009; 0.96% of 320,000 active; inhibition, % at 12.5 µM;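 active = mean replicate inhibition of at least 70% and a set share of replicates each scoring 70 or more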;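 also: 0% = median of neutral control wells and 100% = median of positive control wells; values of inactives mirror those of a sister screen read the other way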
SR-BI uptake up: activators of SR-BI mediated HDL lipid uptake; CHO ldlA[mSR-BI] cells, DiI-HDL uptake fluorescence, 3 h; 100 = double the neutral-control signal; activation, % at 12.5 µM; 0.096% of 320,000 active;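 active = mean replicate activation of at least 60% and every replicate at or above 60%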;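 also: 0% = median plate neutral-control signal and 100% = twice that signal; values of inactives mirror those of a sister screen read the other way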
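system = CHO ldlA[mSR-BI] cells, LDL receptor-null, SR-BI overexpressing | medium = Ham's F12 with 0.5% BSA, HEPES 25 mM, pH 7.4 | probe or stimulus = DiI-HDL 10 µg/mL | compound dosing = single-point compound dose | incubation = compound exposure 3 h, 37 °C | technique = DiI fluorescence, bottom read | read-out = cell-associated DiI fluorescence as measure of HDL uptake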
Keap1 Nrf2 FP: inhibitors of human Keap1-Nrf2 protein-protein interaction. Keap1 Kelch-Nrf2 peptide fluorescence polarization, 1536-well. 0.15% of 340,000 active. Q14145. inhibition, % at 9.4 µM; in the data active = inhibition above about 12%;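 also: human Keap1 Kelch domain with fluorescein labeled Nrf2 9mer peptide probe; 0% = neutral control wells and 100% = peptide positive control; higher means more block of Keap1 binding to Nrf2 peptide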
Cardiac RTF inh: cardiac RTF calcium desensitization | P19429+P45379 | IANBD-labeled cardiac RTF, Ca2+ fluorescence | inhibition, % at 7.15 µM | 0.12% of 340,000 active | AID 493244;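 active = inhibition above the mean inhibition of all tested compounds plus 3 SD, cut at about 17% in these data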;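 also: assay run at fixed EC70 calcium of 1.6 mM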
* = called active by the depositor; . = not tested or not shown.

Results follow in this order: NSD2 inh	PKA-R2B act	LANA DNA inh	PvdQ inh	DAGLB inh	Arrestin-AP2 inh	SR-BI HDL uptake	SR-BI uptake up	Keap1 Nrf2 FP	Cardiac RTF inh
> CC(C)(C)c1ccc(C(=O)N2CCC(C(=O)NC3CCCCCC3)CC2)cc1
    -2	-3	0.0	-7	-2	39	.	.	2	-6
> CCCCC(=O)NNC(=S)NC(=O)C(c1ccccc1)c1ccccc1
    -1	-4	-0.6	-2	0	-6	-10	10	0	-3
> CCOc1ccc(NC(=O)c2sc3nc(C)nc(N4CCOCC4)c3c2C)cc1
    -1	-8	-1.8	2	-2	21	43	-43	4	2
> CCn1c(C(=O)Nc2ccsc2C(=O)OC)cc2sc(Cl)cc21
    .	-9	-2.3	-11	-2	2	-17	17	1	-3
> COc1ccc(-n2ccnc2SCC(=O)NCc2ccco2)c(OC)c1
    -1	-6	-0.6	-6	2	-20	-3	3	-3	-2
> CCn1c(Cn2nnc(-c3ccccc3)n2)nnc1SCC(=O)Nc1cccc(C(C)=O)c1
    3	-3	-1.3	-8	-5	1	67	-67	-4	0
> O=C(CNC(=O)C1CCCCC1)Nc1ccccc1Cl
    -1	-7	0.0	2	-2	4	-34	34	-3	-4
> O=C(Nc1ccc2c(c1)CCC2)c1cnccn1
    1	-8	-0.6	-14	-1	-5	-10	10	-2	-2
> O=C1NC(=O)C(c2ccccc2)(c2ccccn2)N1 (configuration not stated)
    0	-12	-0.1	-3	-1	31	0	0	-2	-1
> CCN(C(=O)COC(=O)c1ccccc1Nc1ccccc1)c1c(N)n(Cc2ccccc2)c(=O)[nH]c1=O
    6	-8	-0.2	-15	5	3	62	-62	-2	0
> CCNC(=S)Nc1ccc2cn[nH]c2c1
    -1	-15	-0.6	7	-1	18	-5	5	1	8
> Cc1ccc(S(=O)(=O)N2CCN(CC(=O)N/N=C/c3cc([N+](=O)[O-])ccc3Cl)CC2)cc1
    -1	-5	-2.1	-10	0	11	-16	16	-4	8
> CCCSc1nnc(NC(=O)Nc2ccc(C)cc2)s1
    -2	.	-0.4	7	.	20	6	-6	1	.
> N#Cc1cnn(CC2CCCCC2)c1N
    -3	6	3.3	-3	-1	-3	-24	24	0	1
> O=C(N/N=C/c1cccnc1)c1ccc(NC(=O)c2ccc(Cl)cc2)cc1
    8	5	0.5	-14	-1	-2	16	-16	-4	2
> Cn1c(-c2cccc(Br)c2)cnc1NCc1cccnc1
    6	-9	1.2	-5	2	5	-11	11	-3	0
> O=C(NCCc1c[nH]c2ccccc12)C(=O)NCC1OCCCN1S(=O)(=O)c1cccs1 (configuration not stated)
    1	4	-0.3	-10	1	-4	11	-11	-3	-19
> CCOC(=O)Cc1c(C)nc2c(-c3ccccc3)c[nH]n2c1=O
    0	-8	-2.4	7	0	2	-15	15	3	-1
> COc1ccc(C(=O)COC(=O)Cc2n[nH]c(=O)c3ccccc23)c(OC)c1
    0	-1	0.1	-1	0	30	11	-11	-6	-7
> O=C(c1ccco1)N1CCN(C(=O)c2ccc(-c3cccc(C(F)(F)F)c3)o2)CC1
    15	1	1.1	-14	-1	-1	10	-10	-2	-6

Record cards (already shown):
`O=C(N/N=C/c1cccnc1)c1ccc(NC(=O)c2ccc(Cl)cc2)cc1` in the list: NSD2 inh: 8; PKA-R2B act: 5; LANA DNA inh: 0.5; PvdQ inh: -14; DAGLB inh: -1; Arrestin-AP2 inh: -2; SR-BI HDL uptake: 16; SR-BI uptake up: -16; Keap1 Nrf2 FP: -4; Cardiac RTF inh: 2
`N#Cc1cnn(CC2CCCCC2)c1N` in the list: NSD2 inh: -3; PKA-R2B act: 6; LANA DNA inh: 3.3; PvdQ inh: -3; DAGLB inh: -1; Arrestin-AP2 inh: -3; SR-BI HDL uptake: -24; SR-BI uptake up: 24; Keap1 Nrf2 FP: 0; Cardiac RTF inh: 1
`O=C(c1ccco1)N1CCN(C(=O)c2ccc(-c3cccc(C(F)(F)F)c3)o2)CC1` in the list: NSD2 inh: 15; PKA-R2B act: 1; LANA DNA inh: 1.1; PvdQ inh: -14; DAGLB inh: -1; Arrestin-AP2 inh: -1; SR-BI HDL uptake: 10; SR-BI uptake up: -10; Keap1 Nrf2 FP: -2; Cardiac RTF inh: -6

The listing continues:
Results follow in this order: NSD2 inh	PKA-R2B act	LANA DNA inh	PvdQ inh	DAGLB inh	Arrestin-AP2 inh	SR-BI HDL uptake	SR-BI uptake up	Keap1 Nrf2 FP	Cardiac RTF inh
> CC(=O)Nc1ccccc1C(=O)C(=O)Nc1ccc(F)cc1
    -1	-10	-3.0	-6	-3	-5	-23	23	-4	-1
> Cc1cnc(NC(=O)CSc2nnc(-c3ccccc3)o2)s1
    1	-3	-0.8	-4	1	5	8	-8	0	-8
> CC1=Nc2ccccc2NC(=O)C1Sc1nnc(C)s1 (configuration not stated)
    1	-1	1.1	-17	-3	-2	-20	20	-1	-8
> Clc1cccc(OCCCn2ccnc2)c1
    -2	11	-7.0	0	-2	8	-19	19	5	-11
> O=C(CN1C(=O)C2CC=CCC2C1=O)Nc1nc(-c2ccc(F)cc2)cs1 (configuration not stated)
    5	-7	0.8	-13	-1	-17	26	-26	-2	-7
> CN1CCN(C(=O)c2cnn(-c3ccccc3)c2NC(=O)c2ccccc2F)CC1
    .	-16	-0.1	-12	3	10	3	-3	5	-3
> Cn1c(/C(C#N)=C(\O)c2ccc(S(=O)(=O)N3CCCCC3)cc2)nc2ccccc21
    4	19*	1.4	-6	-2	-4	-9	9	1	-4
> CCOc1ccc(/C=N/n2c(-c3ccccc3)n[nH]c2=S)cc1
    11	-3	-1.2	-10	-2	-24	17	-17	-5	-2
> Cc1cccc(N(CC(=O)NC(C)C)C(=O)c2ccc(N3CCCC3)nc2)c1
    -3	11	-0.1	0	0	18	-5	5	0	-2
> Cc1noc(C)c1COc1ccccc1C(=O)Nc1cccc(S(=O)(=O)N(C)C)c1
    -2	-2	1.2	-5	-3	14	-5	5	-4	3
> COc1ccc(/C=N/n2cnc3c([nH]c4ccc(F)cc43)c2=O)cc1CN1CCCC1
    4	-8	0.6	-12	0	-8	.	.	-11	-4
> Cc1cc(C)n2nc(C(=O)N/N=C/c3ccco3)nc2n1
    -1	8	-0.2	-7	-1	3	-12	12	0	2
> O=C(NCC1CCCO1)c1cc([N+](=O)[O-])ccc1Cl (configuration not stated)
    -2	3	0.8	4	0	-16	-39	39	-6	1
> COc1ccc(-c2csc(N3C(=O)C4C5c6ccccc6C(c6ccccc65)[C@@H]4C3=O)n2)cc1 (some centres not stated)
    -3	-10	-1.9	4	-3	-1	-20	20	-7	-9
> CS(=O)(=O)N(CC(=O)N/N=C/c1ccc(OCC(=O)N2CCOCC2)cc1)c1ccccc1Cl
    -1	2	2.1	-14	-3	0	-36	36	-1	1
> CC(C)(C)C1CCC(OC(=O)c2cncc(Br)c2)CC1 (configuration not stated)
    0	-4	0.4	-9	2	-1	4	-4	-2	-6
> CC(=O)c1sc(NC(=O)c2ccc(C)cc2)nc1C
    -2	5	1.6	-17	-2	-3	24	-24	-3	-11
> Cc1ccc(S(=O)(=O)N2CCN(C)CC2)c(C)c1N(C)S(=O)(=O)c1ccc(Cl)cc1
    3	12	2.7	6	-4	2	10	-10	-5	3
> COc1ccc(C(=O)Nc2cc(Cl)ccc2-n2cncn2)c(OC)c1OC
    2	1	1.0	-10	-2	0	50	-50	-4	-8
> CCn1c(SCC(O)c2ccccc2)nnc1-c1ccccc1 (configuration not stated)
    -2	11	-0.7	9	-1	2	17	-17	-1	-3

Seven compounds already listed, arranged by the number in LANA DNA inh, descending.
| molecule | NSD2 inh | PKA-R2B act | LANA DNA inh | PvdQ inh | DAGLB inh | Arrestin-AP2 inh | SR-BI HDL uptake | SR-BI uptake up | Keap1 Nrf2 FP |
| --- | --- | --- | --- | --- | --- | --- | --- | --- | --- |
| CS(=O)(=O)N(CC(=O)N/N=C/c1ccc(OCC(=O)N2CCOCC2)cc1)c1ccccc1Cl | -1 | 2 | 2.1 | -14 | -3 | 0 | -36 | 36 | -1 |
| O=C(NCC1CCCO1)c1cc([N+](=O)[O-])ccc1Cl (configuration not stated) | -2 | 3 | 0.8 | 4 | 0 | -16 | -39 | 39 | -6 |
| O=C(N/N=C/c1cccnc1)c1ccc(NC(=O)c2ccc(Cl)cc2)cc1 | 8 | 5 | 0.5 | -14 | -1 | -2 | 16 | -16 | -4 |
| O=C(CNC(=O)C1CCCCC1)Nc1ccccc1Cl | -1 | -7 | 0.0 | 2 | -2 | 4 | -34 | 34 | -3 |
| CN1CCN(C(=O)c2cnn(-c3ccccc3)c2NC(=O)c2ccccc2F)CC1 | . | -16 | -0.1 | -12 | 3 | 10 | 3 | -3 | 5 |
| CCCSc1nnc(NC(=O)Nc2ccc(C)cc2)s1 | -2 | . | -0.4 | 7 | . | 20 | 6 | -6 | 1 |
| O=C(Nc1ccc2c(c1)CCC2)c1cnccn1 | 1 | -8 | -0.6 | -14 | -1 | -5 | -10 | 10 | -2 |

Further results
Results follow in this order: NSD2 inh	PKA-R2B act	LANA DNA inh	PvdQ inh	DAGLB inh	Arrestin-AP2 inh	SR-BI HDL uptake	SR-BI uptake up	Keap1 Nrf2 FP	Cardiac RTF inh
> Cc1cccc(N(CC(=O)NC2CCCC2)C(=O)CCC(=O)Nc2cc(C)on2)c1
    .	-2	-1.2	-13	0	3	-4	4	-2	-13
> Nc1ccc(C(=O)Nc2ccc(OC(F)(F)C(F)F)c(NC(=O)c3ccc(N)cc3)c2)cc1
    0	0	0.2	-3	1	-13	77*	-77	-3	11
> O=C(CCc1nnc(CCc2ccccc2)o1)N1CCCCC1CCn1cccn1 (configuration not stated)
    0	-1	2.3	-12	1	-2	-18	18	-5	-7
> Cc1ccc(C2CC(c3ccc(Cl)cc3)n3nc(N)nc3N2)cc1 (configuration not stated)
    .	-5	1.0	-12	6	-6	-8	8	0	-3
> O=C(Cn1c(-c2ccccc2)noc1=O)N1CCC(Cc2ccccc2)CC1
    41	5	-2.4	3	-2	23	5	-5	0	2
> Cc1cccc(N=C2NC(=O)/C(=C3/C(=O)N(C)c4ccccc43)S2)c1C
    -2	2	0.2	-17	3	0	16	-16	-6	-6
